Compound activity as filed in PubChem BioAssay.
NPYLR7 ag: mosquito NPYLR7 agonism. hit rate 0.15% among 270,000. AID 1259423. activation, % at 10 µM. HEK293T NPYLR7/Galpha15, GCaMP6s calcium fluorescence; in the data active = activation above about 40%;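 note: 0% = vehicle and 100% = reference agonist at the receptor; some compounds past the cut are filed as inactive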
mcGAS lum: inhibitors of mouse cGAS. hit rate 0.15% among 160,000. Q8C6L5. inhibition, % at 12.5 µM. recombinant cGAS, Kinase-Glo ATP depletion luminescence;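 note: 0% = negative control wells and 100% = reference inhibitor with no enzyme activity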
hcGAS lum: human cGAS inhibition; recombinant h-cGAS, ATP depletion, Kinase-Glo luminescence; hit rate 0.081% among 290,000; inhibition, % at 12.5 µM; Q8N884;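 note: 0% = vehicle reaction and 100% = reaction without DNA for no activity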
Target sequence (Q8N884 whole entry, looked up): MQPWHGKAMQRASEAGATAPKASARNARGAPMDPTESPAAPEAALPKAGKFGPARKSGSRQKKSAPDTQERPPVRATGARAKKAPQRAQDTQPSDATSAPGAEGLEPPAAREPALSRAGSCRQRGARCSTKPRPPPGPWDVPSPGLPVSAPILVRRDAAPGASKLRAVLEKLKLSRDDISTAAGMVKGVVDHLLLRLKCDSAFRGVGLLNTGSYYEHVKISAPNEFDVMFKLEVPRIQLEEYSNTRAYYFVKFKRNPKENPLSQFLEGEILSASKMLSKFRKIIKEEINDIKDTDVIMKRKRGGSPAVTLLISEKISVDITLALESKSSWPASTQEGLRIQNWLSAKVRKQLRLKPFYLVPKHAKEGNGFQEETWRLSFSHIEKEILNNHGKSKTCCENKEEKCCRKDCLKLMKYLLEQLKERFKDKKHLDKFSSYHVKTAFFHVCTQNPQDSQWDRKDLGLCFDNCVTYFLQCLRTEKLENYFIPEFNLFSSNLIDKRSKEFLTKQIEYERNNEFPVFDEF
The depositor's hits bear a star; . = no result given; & = joins results of further samples. Cut-off read from the data, not from the text of the source, unless noted: active = inhibition above about 40%; inactive = the rest. No enrichment for hits; overall some 0.29% were active at least once.

SMILES	NPYLR7 ag	mcGAS lum	hcGAS lum
Cn1ccc(C(=O)N(CCCN2CCOCC2)c2nc3c(Cl)cccc3s2)n1	.	-5.9	-8.5
COc1cccc(NC(=O)Nc2cccc(-c3csc4nc(C)cc(=O)n34)c2)c1	27.9	.	-5.1
CCOC(=O)C1CCN(Cc2oc(CO)cc(=O)c2O)CC1	2.8	.	-5.4
CCc1nnc(NC(=O)/C=C/C(=O)N2CCOCC2)s1	5.0	.	-9.0
CCn1c(CC2CCNCC2)nn(Cc2noc(-c3ccccc3)n2)c1=O	13.9	-16.1	-10.1
COCCCNCC(=O)N(CCc1ccc(OC)c(OC)c1)Cc1ccc(C)s1	-9.0	-3.3	-1.8
CC(C)CN(CCN(C)C)c1ncnc2ccsc12	-6.6	.	-2.7
OC1=C(c2nc3ccccc3[nH]2)CCC/C1=C\c1ccccc1	6.8	.	-3.8
CN1CC2(CCCN(C(=O)c3cc(-c4ccsc4)n[nH]3)CC2)OC1=O (stereo not given)	4.4	.	-3.2
COc1ccc(CCN(C)c2cc(Oc3ccccc3Cl)ncn2)cc1OC	11.9	-5.0	-4.4
O=C(CCCc1cccs1)NCC1(c2ccc(F)cc2)CCOCC1	3.9	.	-9.2
O=C(NC(C(=O)NCc1ccccc1)C1CCN(C(=O)c2cccc(C(F)(F)F)c2)CC1)c1ccccc1 (stereo not given)	3.6	-5.4	-9.6
COc1ccc(F)cc1-c1cc(N)ncn1	3.8	.	-7.3
Cc1cc(C)cc(OCCN(C)C(=O)/C=C/c2cc3ccccc3[nH]c2=O)c1	-1.9	.	-1.1
O=C(NCCOc1ccccc1Cl)C1CC1(c1ccccc1)c1ccccc1 (stereo not given)	-8.3	.	-0.9
CCN(CC)C1CCN(C(=O)CCCn2nnnc2CN2CCOCC2)C1 (stereo not given)	-2.7	-4.8	-6.7
O=C(C1SCCc2ccccc21)N1CCN(CCO)CC1 (stereo not given)	-19.9	.	-9.9
C1=CCC(C2OCC(CN3CCOCC3)O2)CC1 (stereo not given)	-2.2	-8.3	-5.5
CC(C)NC(=O)NCC1CCCN(Cc2cccc3cccnc23)C1 (stereo not given)	2.8	-14.7	-2.8
COCCNC(=O)Cn1nc(C2CC2)c2cnn(-c3ccc(C)c(C)c3)c2c1=O	0.8	.	-7.3
N#CCCN(Cc1ccccn1)C(=O)Nc1cccc(F)c1	-9.1	.	-1.6
CCCCN1CCCn2cccc2C1c1cccc(C(F)(F)F)c1 (stereo not given)	13.4	-5.9	-4.6
CCOC(=O)N(C)c1c(CC)nc2ccc(C(=O)N3CCNC(=O)C3)cn12	20.5	-3.6	-6.9
CCOC(=O)c1ccc(S(=O)(=O)N2CCN(C(=O)c3cc(C4CC4)nc4onc(C)c34)CC2)cc1	4.9	.	-5.8
O=c1cc(/C=C/c2ccccc2)[nH]c2ccccc12	3.4	-3.9	-6.7
CC(=O)Nc1c2c(nn1C(C)(C)C)CSC2	9.7	-8.1	-4.7
Cc1nc(N2CCCC(NCCC3=CC[C@H]4C[C@@H]3C4(C)C)CC2)nc2cc(S(C)(=O)=O)ccc12 (stereo not given in full)	4.1	-12.5	-6.6
CCCn1ccnc1-c1nccn1Cc1ccccc1-n1cncn1	-4.3	0.8	-3.3
Cc1nc2c(=O)n(CC(=O)N(C(C)C)C(C)C)nc(-c3cccs3)c2s1	1.2	-8.8	0.3
O=C(NCc1ccccc1)N1CCn2cccc2C1c1ccc(F)c(F)c1 (stereo not given)	5.4	.	-0.2
O=C(CN1CCCCCCC1=O)NC1CC1c1ccc(F)cc1 (stereo not given)	9.4	.	-8.7
CN1CCN(C(=O)C2CCCN(S(=O)(=O)N3CCCCC3)C2)CC1 (stereo not given)	0.3	.	-3.8
COCCN(Cc1nc2cc(Cl)ccc2o1)C(=O)c1ccc(Cl)cc1Cl	0.8	-2.8	4.4
COCCn1c(C2CC(=O)N(c3cccc(C)c3C)C2)nc2ccccc21 (stereo not given)	-1.1	-9.5	-6.1
CCC(Nc1cccc(OC)c1)C(=O)N(C)Cc1ncc(C)[nH]1 (stereo not given)	1.4	-10.2	-6.5
C=CCn1c(=O)c2c(nc3n2CC(C)=NN3Cc2ccccc2C)n(C)c1=O	-13.8	.	4.8
OC1(Cn2ccnc2)CCN(c2nc(-c3ccccc3)nc3c2CCC3)CC1	10.9	.	-2.4
Nc1c(C(=O)CSc2nnc(-c3ccc4c(c3)OCO4)o2)c(=O)[nH]c(=O)n1C1CC1	4.6	.	-2.3
COc1ccc(OC)c(NC(=O)C2(C)CCN2Cc2ccsc2)c1 (stereo not given)	5.7	.	-2.0
Cc1ccc(NC(=O)N(CC(=O)N(Cc2cccn2C)CC(C)C)CC(C)C)c(C)c1	18.0	-4.5	-2.1

2 entries drawn at random from those above, as already listed:
SMILES	NPYLR7 ag	mcGAS lum	hcGAS lum
COc1ccc(CCN(C)c2cc(Oc3ccccc3Cl)ncn2)cc1OC	11.9	-5.0	-4.4
O=C(NCCOc1ccccc1Cl)C1CC1(c1ccccc1)c1ccccc1 (stereo not given)	-8.3	.	-0.9

(continued)
SMILES	NPYLR7 ag	mcGAS lum	hcGAS lum
Cc1ccc(N=c2scc(C)n2N2CCOCC2)c(C)c1	-2.4	-8.7	-4.0
CN(Cc1ccc(Br)cc1)CC(O)COc1cccc(Br)c1 (stereo not given)	-1.0	.	-12.8
C#CCNC(=O)c1cc(-c2cccs2)nc2c1cnn2CC	-6.6	.	9.4
CCOC(=O)C(C)Oc1cccc2c(=O)n(CC(=O)NCc3ccco3)ccc12 (stereo not given)	-6.8	.	-6.6
COc1ccc(C2(CNC(=O)c3cc(COc4ccc(C)nc4)on3)CCCC2)cc1	.	-5.4	-0.1
O=c1[nH]c(=S)[nH]c2c1C(c1ccc(Cl)cc1)c1c([nH]c(=S)[nH]c1=O)O2	6.8	17.2	1.8
CCN(C(=O)Nc1ccc(OC)c(C)c1)C(C)c1cccnc1 (stereo not given)	9.8	-4.9	-0.2
CCNC(=O)NC(=O)C(C)Sc1nnc(-c2ccco2)n1CC (stereo not given)	-2.4	.	5.1
CCOC(=O)N1CCN(Cc2ccc3c(c2)CN(C(=O)CCc2cnn(C)c2)CCO3)CC1	16.5	-9.8	-5.0
COc1cccc(-c2ccncn2)c1OC	7.5	-17.9	-4.9
CC(NC(=O)c1cccnc1S(=O)(=O)C(F)(F)F)C1CC1 (stereo not given)	-18.6	.	-8.3
O=C(NCCc1cccc(Cl)c1)c1ccc(-c2cc(-c3cccc4c3OCCO4)[nH]n2)cc1	.	-3.8	-2.1
CCn1ccnc1-c1c(-c2ccccc2)ncn1CCc1ccncc1	0.3	-12.8	-2.8
Cc1ccc(C)c(NC(=O)CCNC(=O)c2cc(-c3ccccc3)nn2C)c1	-0.8	-9.2	-0.2
CSc1ccccc1C(=O)NCc1ccc2c(c1)OCCO2	19.5	.	-2.1
CCSc1nnc(-c2cn(C)nc2OC)n1CC	1.5	-7.7	-4.0
CCOC(=O)C1(C)CCCN1C(=O)c1c(F)cccc1F (stereo not given)	-1.4	.	-16.6
O=C(Nc1ccc([N+](=O)[O-])cc1)C12CC3CC(C1)CC(c1ccccc1)(C3)C2	-5.6	.	-1.2
COc1ccc(OC)c(NC(=O)Nc2c(C)nc3sccn3c2=O)c1	-1.9	-7.5	-7.7
CCCN1C(=O)C(C(C)C)NC12CCNCC2 (stereo not given)	.	-4.7	-3.2
Fc1ccc(CSc2nc3ncccc3[nH]2)cc1	3.8	-3.3	-7.1
Cc1ccc(C(=O)NCCC2CN(Cc3ccco3)CCO2)cn1 (stereo not given)	3.7	.	-9.3
Cc1ccc(OCC(=O)N(Cc2ncc[nH]2)c2cccc(F)c2)c(C)c1	-1.1	.	-5.4
O=C1CN(Cc2ccccc2Cl)S(=O)(=O)c2ccccc2N1Cc1cccc(F)c1	-0.9	-0.3	-1.7
CS(=O)(=O)NC1CCCC1c1ccc(F)cc1 (stereo not given)	0.3	.	-0.6
Cc1cnc(C(=O)N2CC[C@@H](c3sccc3C)[C@H](O)C2)cn1	10.8	.	-1.7
Cc1c(N=C2C=CC(=O)c3ncccc32)c(=O)n(-c2ccccc2)n1C	6.3	-9.6	-12.2
O=C(NC(c1cccnc1)C(F)(F)F)c1cc(COc2ccc3c(c2)CCCC3)on1 (stereo not given)	11.9	-10.9	-7.8
O=C(Nc1ccc(F)c(F)c1)Nc1ccc(N2CCc3ccccc3C2)c(C(=O)NC2CC2)c1	17.4	-6.5	-4.5
CCCNc1nc2ccccn2c(=O)c1C=C1SC(=S)N(CCOC)C1=O	0.8	-5.8	-4.0
Cn1cc(Cl)c(C2Nc3ccccc3C(=O)N2CCCN2CCOCC2)n1 (stereo not given)	-2.2	-2.2	0.9
c1ccc(COc2cccn3c(NC4CCCCC4)c(-c4ccccn4)nc23)cc1	-4.6&19.8	-8.0&-5.3	-6.6&-3.9
CC(=O)Nc1ccc(S(=O)(=O)N2N=Cc3sccc3B2O)cc1	-7.1	.	1.0
Cc1nccn1S(=O)(=O)c1cc(Br)ccc1Br	15.7	-2.2	-2.7
O=C(c1ccc(CSc2nc(Cl)cc(N3CCC(Cc4ccccc4)CC3)n2)cc1)N1CCN(c2ccccc2Cl)CC1	14.2	-5.5	-4.5
Nc1nc2ccc(C(F)(F)F)cc2[nH]1	-2.7	-10.2	-4.6
CCn1nc(C(=O)N2CCN(c3ccccc3)CC2)c2c1CCN(C(=O)c1ccc3ccccc3c1)C2	7.8	-13.2	1.7
CCCc1ncc(C(=O)NC(CN2CCOCC2)C(C)C)s1 (stereo not given)	0.7	.	-10.7
NC(=O)c1nc(-c2ccccc2[N+](=O)[O-])nc2c1[nH]c(=O)n2-c1ccccc1F	-8.9	0.6	-3.8
CCC(c1ccccc1)N1CCC(C(=O)NC2CC2)CC1 (stereo not given)	6.4	.	-13.0
Cc1ccc(C2CC2C(=O)NC(C)c2nc(C3CCCC3)no2)s1 (stereo not given)	1.8	.	-6.7
CCN(C(=O)CC1(CS(C)(=O)=O)CC1)c1cccnc1	2.9	.	4.2
O=[N+]1C=C(c2cccs2)N([O-])C2CCCCC21 (stereo not given)	0.6	.	-5.5
O=C(CSc1nnnn1-c1cccc(F)c1)Nc1cccnc1Cl	4.0	-8.5	-4.0
Cc1nn(C(=O)COc2ccc(Cl)cc2)c(C)c1Sc1ccccc1	18.1	.	-12.5
O=C(CC1CSc2nc3c(cnn3-c3ccccc3)c(=O)n21)Nc1ccccn1 (stereo not given)	1.4	-7.1	-11.4
CC(C)N(CCC(N)=O)CCC(F)(F)F	.	-6.3	-13.0
OC(COc1ccccc1)CN1CCOC(COc2ccc(F)c(F)c2)C1 (stereo not given)	.	-5.1	-3.5
CC12OC(c3c(F)c(F)c(F)c(F)c31)C1CC=CCC12 (stereo not given)	-1.6	.	-3.0
Cn1c(SCC(=O)Nc2sc3c(c2C(N)=O)CCCC3)nnc1C1CC1	1.8	.	-6.2
CC1CCCCN1CCCNC(=O)c1ccc(CSc2nc(Cl)cc(N3CCN(c4cccc(Cl)c4)CC3)n2)cc1 (stereo not given)	19.2	-5.2	-1.7
CC1(C)C[C@@H]2C[C@@](C)(CN2Cc2cc3n(n2)CCNC3)C1	.	0.7	6.4
Cc1cc2nc(Sc3ccc4c(c3)OCCO4)c3ccccc3n2n1	6.0	.	-3.4
CCCS(=O)(=O)NC(=O)C1(C)CCN1C(=O)C1(c2ccc(Cl)cc2)CCC1 (stereo not given)	1.2	.	-7.7
O=S(=O)(NCCc1ccc2c(c1)OCCO2)c1ccccc1F	-3.1	.	-3.5
CC(C)(C)C(=O)COC(=O)[C@@H]1CC(O)CN1S(=O)(=O)c1ccc(F)cc1 (stereo not given in full)	4.4	.	-1.7
COc1cc(NC(=O)c2c(-c3ccccc3Cl)noc2C)c(OC)cc1Br	1.3	.	-5.0
CC1CN(C2CC2)CC1NC(=O)Nc1cccc2ccccc12 (stereo not given)	-4.2	.	-5.8
O=S(=O)(Nc1nc2ccccc2nc1NC1CCCC1)c1ccc2ccccc2c1	2.5	.	-3.3
COC(=O)Nc1cccc(OCc2csc(C)n2)c1	-22.1	.	-4.3
(list continues)
SMILES	NPYLR7 ag	mcGAS lum	hcGAS lum
CCCCN(Cn1nc(-c2cccc(Br)c2)oc1=S)C1CCS(=O)(=O)C1 (stereo not given)	6.6	-3.7	1.5
O=C(NCCc1cccc2cccnc12)C1CC2CCC1C2 (stereo not given)	0.1	.	-0.1
CC(=O)NCC1Cc2ccccc2Sc2ccccc21 (stereo not given)	-0.8	.	-1.4
O=C1C=C(c2ccccc2)C(=O)N1C1CCN(Cc2cccnc2)C1 (stereo not given)	-6.1	.	-5.1

Structures from the list above that have an aryl methoxy group (twelve):
SMILES	NPYLR7 ag	mcGAS lum	hcGAS lum
COc1cccc(NC(=O)Nc2cccc(-c3csc4nc(C)cc(=O)n34)c2)c1	27.9	.	-5.1
COCCCNCC(=O)N(CCc1ccc(OC)c(OC)c1)Cc1ccc(C)s1	-9.0	-3.3	-1.8
COc1ccc(CCN(C)c2cc(Oc3ccccc3Cl)ncn2)cc1OC	11.9	-5.0	-4.4
COc1ccc(F)cc1-c1cc(N)ncn1	3.8	.	-7.3
CCC(Nc1cccc(OC)c1)C(=O)N(C)Cc1ncc(C)[nH]1 (stereo not given)	1.4	-10.2	-6.5
COc1ccc(OC)c(NC(=O)C2(C)CCN2Cc2ccsc2)c1 (stereo not given)	5.7	.	-2.0
COc1ccc(C2(CNC(=O)c3cc(COc4ccc(C)nc4)on3)CCCC2)cc1	.	-5.4	-0.1
CCN(C(=O)Nc1ccc(OC)c(C)c1)C(C)c1cccnc1 (stereo not given)	9.8	-4.9	-0.2
COc1cccc(-c2ccncn2)c1OC	7.5	-17.9	-4.9
CCSc1nnc(-c2cn(C)nc2OC)n1CC	1.5	-7.7	-4.0
COc1ccc(OC)c(NC(=O)Nc2c(C)nc3sccn3c2=O)c1	-1.9	-7.5	-7.7
COc1cc(NC(=O)c2c(-c3ccccc3Cl)noc2C)c(OC)cc1Br	1.3	.	-5.0
